tim23-1 inh: growth inhibitors of tim23-1 mutant yeast, primary screen, luminescence, uHTS. S. cerevisiae tim23-1 growth, BacTiter-Glo luminescence, 24 h. inhibition, % at 20 µM. 1.3% of 330,000 active. AID 463212, 2010;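 active = growth inhibition of the mutant yeast at or above 50%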;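 also: temperature-sensitive mutant grown at 25 °C; plate controls were DMSO-treated mutant yeast for no effect and medium wells lacking yeast for full effect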
697 NFkB inh: inhibitors of PMA/ionomycin-induced NF-kB reporter, 697 cells, primary screen, B-cell NF-kB inhibitor project, cell-based, luminescence, uHTS; AID 435022, 2010; 0.33% of 330,000 active; inhibition, % at 4 µM; 697 B-cell NF-kB luciferase reporter, 16 h; in the data active = inhibition above about 35%
APJ ag: agonists of human apelin receptor APJ, primary screen, CHO-K1 cells, PathHunter beta-arrestin, luminescence. P35414. 0% DMSO wells, 100% apelin. activation, % at 20 µM. 0.11% of 330,000 active;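 active = activation more than six SD over the plate average, tested at 20 µM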;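 also: 0% = DMSO alone and 100% = apelin-13 at 10 nM; some results filed as inactive read as strong as hits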
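Test system: CHO-K1 APJ beta-arrestin complementation cell line | Compound: Single test compound dose, 20 µM final, 1% DMSO | Incubation: Compound 90 min 25 °C, reagent 1 h | Measured by: beta-gal luminescence | Read-out basis: APJ–arrestin association signal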
APJ antag: antagonists of human apelin receptor APJ, primary screen, CHO-K1 cells, beta-arrestin complementation, luminescence | 0.32% of 330,000 active | inhibition, % at 20 µM | P35414;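 active = inhibition above about 40% at 20 µM, limit read from the data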;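 also: cells challenged with 10 nM apelin-13 agonist together with compound; plate controls were apelin-13 plus DMSO wells for no effect and DMSO wells lacking apelin-13 for full effect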
Mdm2 MdmX PPI: inhibitors of human Mdm2-MdmX association, primary screen, cell-based, luminescence, split luciferase, SaOS-2, uHTS. SaOS-2 split-luciferase Mdm2/MdmX complementation. 3% of 330,000 active. Protein Mdm4 (Homo sapiens) + E3 ubiquitin-protein ligase Mdm2 (Homo sapiens), …. inhibition, % at 8 µM;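 active = inhibition of at least 50% at 8 µM in the primary screen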
Target sequence (O15151 whole entry, looked up): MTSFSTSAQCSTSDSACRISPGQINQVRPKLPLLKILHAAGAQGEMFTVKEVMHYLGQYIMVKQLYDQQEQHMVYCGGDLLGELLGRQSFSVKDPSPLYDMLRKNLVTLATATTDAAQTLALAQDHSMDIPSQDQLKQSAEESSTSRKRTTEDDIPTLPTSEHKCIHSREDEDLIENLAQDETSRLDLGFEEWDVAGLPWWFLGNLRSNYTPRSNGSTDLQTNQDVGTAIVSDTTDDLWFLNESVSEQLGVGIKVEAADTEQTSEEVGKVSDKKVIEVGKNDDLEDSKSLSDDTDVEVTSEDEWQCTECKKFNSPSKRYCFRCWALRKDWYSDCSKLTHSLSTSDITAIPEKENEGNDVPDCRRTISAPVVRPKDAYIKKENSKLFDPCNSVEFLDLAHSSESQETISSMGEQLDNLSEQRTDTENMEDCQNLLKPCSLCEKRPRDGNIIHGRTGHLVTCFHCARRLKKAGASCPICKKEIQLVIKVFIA
Target sequence (Q00987 whole entry, looked up): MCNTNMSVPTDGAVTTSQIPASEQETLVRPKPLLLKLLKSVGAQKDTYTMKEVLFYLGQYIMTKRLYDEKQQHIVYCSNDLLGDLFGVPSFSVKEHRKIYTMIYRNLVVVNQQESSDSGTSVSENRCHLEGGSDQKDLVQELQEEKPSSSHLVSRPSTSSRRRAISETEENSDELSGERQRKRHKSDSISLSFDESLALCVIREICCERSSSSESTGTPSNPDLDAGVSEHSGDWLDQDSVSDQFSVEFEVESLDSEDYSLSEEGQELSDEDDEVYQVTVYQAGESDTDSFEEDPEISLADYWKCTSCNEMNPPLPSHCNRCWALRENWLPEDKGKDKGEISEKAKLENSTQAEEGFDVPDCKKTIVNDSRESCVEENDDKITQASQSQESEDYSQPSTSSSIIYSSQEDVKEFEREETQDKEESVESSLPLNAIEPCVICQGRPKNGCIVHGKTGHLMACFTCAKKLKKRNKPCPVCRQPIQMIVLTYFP
UPR CHOP act: activators of apoptotic CHOP UPR arm, primary screen, cell-based, CHO-CHOP luciferase reporter, luminescence, uHTS | UPR activation; percent of tunicamycin response over DMSO baseline | activation, % at 10 µM | 0.34% of 330,000 active;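 active = at 10 µM dose, activation of 40% or more, normalized to positive control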;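 also: 100% = tunicamycin at 10 µg/mL and 0% = DMSO alone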
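System: CHO-CHOP luciferase reporter cell line; amount: 500 cells/well; buffer or medium: F12 medium containing 10% fetal bovine serum; incubation: 6 h compound exposure at 37 °C after overnight seeding; measured by: luciferase luminescence after 10 min with Steady-Glo reagent; evaluation: % reporter activation, DMSO baseline versus tunicamycin full activation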
Jurkat NFkB inh: inhibitors of induced NF-kB luciferase reporter, primary screen, TCR NF-kB activation inhibitor project, cell-based, luminescence, uHTS; 0.53% of 330,000 active; Jurkat, PMA/ionomycin-induced NF-kB luciferase reporter; inhibition, % at 4 µM; AID 435003, 2010; in the data active = inhibition above about 50%
XBP1 UPR activ: activators of adaptive XBP1 UPR arm, primary screen, cell-based, CHO-XBP1 luciferase reporter, luminescence, uHTS | IRE1-XBP1 UPR activation; percent of tunicamycin response, DMSO as zero | activation, % at 20 µM | 0.33% of 330,000 active | AID 463104, 2010;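 active = versus positive control, 20 µM dose yields 30% or more activation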;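 also: 100% = tunicamycin at 10 µg/mL and 0% = DMSO only wells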
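Material: CHO-XBP1 cells stably carrying IRE1-XBP1-driven luciferase reporter / Amount: 1000 cells per well / Compound: 20 µM, 1% DMSO / Times: 6 h treatment, 37 °C / Detection: luciferase luminescence / Measure: % activation of reporter signal versus tunicamycin and DMSO controls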
The depositor's hits bear a star.

Values in the order: 697 NFkB inh	Jurkat NFkB inh	Mdm2 MdmX PPI	XBP1 UPR activ	UPR CHOP act	APJ ag	APJ antag	tim23-1 inh
O=C(CCNC(=O)Cn1ccc2ccccc2c1=O)NCCc1ccccc1Cl
    3.5	-2.9	-1.1	-1.1	1.0	-1.1	6.2	-2.9
Cc1nc(=S)c2ccccc2[nH]1
    -9.3	-7.0	8.3	-1.8	-4.3	0.3	-13.5	4.9
O=C(CN1CCN(S(=O)(=O)/C=C/c2ccccc2)CC1)Nc1ccccc1N1CCOCC1
    4.7	0.4	-4.2	0.0	-0.6	-2.8	8.8	-25.3
CCc1cc(=O)oc2c(C)c(OCC(=O)NCCCn3ccnc3)ccc12
    -2.1	-3.0	0.9	-6.0	0.8	-0.3	-16.2	4.4
O=C(NCc1cn2ccccc2n1)c1ccccc1
    -3.9	3.5	-4.8	-2.9	-0.6	-3.7	2.6	12.2
O=C1CCC([N+](=O)[O-])C(c2ccc(Br)cc2)N1 (configuration not stated)
    7.9	16.4	8.7	-0.1	1.7	0.9	-2.1	12.5
Cc1ccc(S(=O)(=O)Nc2ccc(F)cc2)cc1C(=O)N1CCOCC1
    12.7	7.5	14.2	0.3	-0.2	-2.0	5.6	-2.5
COCCCNC(=O)CCCn1c(=O)c2ccccc2n(CC(=O)Nc2c(C)cccc2C)c1=O
    11.0	0.3	12.4	-0.3	0.4	-2.0	15.0	2.1
O=c1oc2c(CN3CCOCC3)c(O)ccc2c2c1CCCC2
    6.5	-0.4	-6.7	-0.9	0.4	-2.3	18.9	13.1
CCOc1cc(/C=N/NC(=O)COc2ccc(Cl)cc2)ccc1OS(=O)(=O)c1ccccc1
    -86.5	-12.4	37.2	1.6	1.9	-0.9	-29.9	21.3
CCc1ccc(CC)c(S(=O)(=O)Nc2ccc(C(=O)O)c(O)c2)c1
    12.4	-12.9	17.8	2.7	-1.8	0.8	-0.2	10.2
O=C(NCCN1CCOCC1)c1ccc(CS(=O)(=O)c2ccc(Cl)cc2)o1
    7.4	13.0	10.7	-1.0	-2.6	1.1	4.9	18.1
Oc1c(Cl)cc(Cl)cc1/C=N/c1ncn[nH]1
    -3.8	-12.2	-1.2	-1.9	0.3	-2.4	3.3	31.4
OC(CNCCc1ccccc1)c1ccccc1 (configuration not stated)
    -1.8	7.1	1.3	-2.9	0.0	-0.5	16.9	14.9
CN(c1ccccc1)S(=O)(=O)c1cccc(NC(=O)CC(C)(C)C)c1
    -2.5	-6.2	22.9	-2.8	0.1	2.7	-8.1	19.0
Cc1ccc(-c2cc(NC(=O)CCl)n(-c3ccccc3)n2)cc1
    15.7	13.3	92.4*	-1.3	82.0*	10.4	0.6	34.9
CC/C(=N\N=C1\SC(C)C(=O)N1Cc1ccco1)c1ccccc1 (configuration not stated)
    -5.0	-9.9	-8.9	-1.6	1.1	-2.7	1.7	22.9
O=C(O)c1ccc2nc(C(F)(F)F)[nH]c2c1
    20.2	8.5	-4.6	-0.4	0.9	-3.6	11.2	2.0
COC(=O)c1[nH]c2cc(OC)ccc2c1NC(=O)CN1CCN(c2cccc(C)c2)C(C)C1 (configuration not stated)
    -35.3	13.0	40.7	2.1	0.1	-7.5	-10.0	39.3
COc1ccc(CC(=O)N2CCC(c3ccccc3)C2)cc1 (configuration not stated)
    5.4	-12.3	-9.4	-0.6	3.6	-3.2	-3.4	34.3
COc1ccc(C(=O)NC(C)C2CC3CCC2C3)cc1 (configuration not stated)
    -8.6	-18.9	-11.6	-0.4	1.4	-1.1	5.3	20.1
Cc1ccc(-c2csc3nnc(SCC(=O)NCc4ccco4)n23)cc1
    14.0	10.4	1.2	-4.2	-0.3	-2.2	9.5	14.5
CCC1(CC)NC(=O)N(CC(=O)OC(C)C(=O)Nc2ccc(NC(C)=O)cc2)C1=O (configuration not stated)
    -11.4	-3.4	-8.7	11.8	0.8	7.4	-60.7	-11.6
O=C(Nc1ccc(Cc2ccncc2)cc1)C1CCC(N2C(=O)C3CCCCC3C2=O)CC1 (configuration not stated)
    -43.5	-6.9	-12.1	-2.4	-0.6	-0.5	-10.4	6.0
COc1cc(CN(C)CCc2ccccn2)cc(OC)c1OC
    -3.1	9.4	-15.1	-3.3	-1.7	2.8	13.2	4.9
COC(=O)C1=C(C)N(c2cc(Cl)cc(Cl)c2)C(=O)C1
    21.2	24.1	44.6	-4.6	-1.6	2.0	6.1	52.6*
Cc1ccc2nc(Nc3nc(-c4ccccc4)cc(=O)[nH]3)nc(C)c2c1
    16.0	-2.9	34.9	66.8*	4.7	-3.0	-28.8	-17.6
C=CCn1c(=O)c2ccccc2n2c(SCC(=O)NCCc3ccccc3)nnc12
    13.4	-12.1	4.5	0.6	1.7	-1.9	-19.7	-17.0
COc1ccc(CN2C(=O)C(O)(CC(=O)c3c(C)n[nH]c3C)c3ccccc32)cc1OC (configuration not stated)
    5.2	11.4	4.9	1.8	-1.3	1.1	1.5	10.6
CN(C)c1ccc2c3c(ccc(N(C)C)c13)C(=O)OC2
    5.7	12.9	3.0	0.3	-0.4	-3.7	22.5	7.6

The list goes on, overlapping the part above by 5 compounds.
Values in the order: 697 NFkB inh	Jurkat NFkB inh	Mdm2 MdmX PPI	XBP1 UPR activ	UPR CHOP act	APJ ag	APJ antag	tim23-1 inh
COC(=O)C1=C(C)N(c2cc(Cl)cc(Cl)c2)C(=O)C1
    21.2	24.1	44.6	-4.6	-1.6	2.0	6.1	52.6*
Cc1ccc2nc(Nc3nc(-c4ccccc4)cc(=O)[nH]3)nc(C)c2c1
    16.0	-2.9	34.9	66.8*	4.7	-3.0	-28.8	-17.6
C=CCn1c(=O)c2ccccc2n2c(SCC(=O)NCCc3ccccc3)nnc12
    13.4	-12.1	4.5	0.6	1.7	-1.9	-19.7	-17.0
COc1ccc(CN2C(=O)C(O)(CC(=O)c3c(C)n[nH]c3C)c3ccccc32)cc1OC (configuration not stated)
    5.2	11.4	4.9	1.8	-1.3	1.1	1.5	10.6
CN(C)c1ccc2c3c(ccc(N(C)C)c13)C(=O)OC2
    5.7	12.9	3.0	0.3	-0.4	-3.7	22.5	7.6
Cc1cccc(NC(=O)c2onc3c2CCCC3)n1
    -214.6	-101.9	-42.2	-7.1	-4.7	-1.4	9.7	16.4
CC(Sc1nnc(CN2CCCC2)n1Cc1ccccc1)C(=O)Nc1ccccc1 (configuration not stated)
    6.9	-0.3	12.9	1.0	0.9	-4.3	-7.1	-9.5
COc1cccc(NC(=O)CSc2nnc(NC(=O)C3CC3)s2)c1
    3.0	-14.5	-7.5	0.5	-0.4	-2.6	18.3	-10.1
CN(CC(=O)Nc1ccc(Cl)cc1)C1CCCCC1
    1.8	-10.0	-25.6	-3.8	0.0	2.2	-2.8	7.7
CCN(CC1CCCN(CCc2cccc(F)c2)C1)C(=O)c1ccc(CSC)o1 (configuration not stated)
    4.8	6.1	22.4	-6.6	3.3	-2.6	7.8	8.7
Cc1cc(OC(C)C(=O)NCCCN2CCCC2=O)c2c(C)c(C)c(=O)oc2c1 (configuration not stated)
    -0.7	5.5	3.6	2.1	-0.4	0.1	-6.9	15.0
N=c1c2c(-c3ccccc3)c(-c3ccccc3)oc2ncn1CCN1CCOCC1
    -33.3	-2.7	26.7	1.0	-0.5	-2.9	-0.4	-28.9
CCc1ccccc1NC(=S)N(Cc1ccc(C(=O)O)cc1)Cc1ccc(OC)c(OC)c1
    2.8	0.1	13.5	-3.3	1.5	-5.7	6.0	-2.9
COC(=O)Cn1c(O)c(N=NC(=O)CNC(=O)c2ccc3c(c2)OCCO3)c2ccccc21
    6.8	7.1	-16.0	-1.6	-1.4	1.0	33.4	2.6
COc1ccc(CN(CC(=O)NCc2ccccc2)C(=O)CCC(=O)Nc2cc(C)ccn2)cc1
    5.4	-1.5	7.7	-0.4	-0.1	-1.9	-2.3	12.5
O=C(NCC(F)(F)F)c1ccc(S(=O)(=O)N2CCN(C(=O)C3CCCO3)CC2)cc1 (configuration not stated)
    24.5	6.5	-19.8	-0.6	2.0	-0.2	4.8	10.4
CCOC(=O)c1ccc(NC(=O)C(CC)(CC)C(=O)OCC)cc1
    19.3	6.7	8.1	1.5	0.1	-2.7	5.9	11.4
OCCNCC(O)Cn1c2ccccc2c2ccccc21 (configuration not stated)
    12.5	4.1	17.0	-0.4	1.1	-3.8	19.1	13.9
CCCc1nnc(SCC(=O)N2CCOCC2)n1CCCOC
    -4.2	5.2	13.2	0.0	0.5	-1.9	-13.7	10.2
Cc1cc(/C=N\O)c(C)n1-c1ccncc1
    18.1	-1.3	7.5	-4.9	-0.8	-3.0	10.6	13.4
CCc1ccc(N2CC(C(=O)Nc3nccs3)CC2=O)cc1 (configuration not stated)
    4.5	-10.2	13.6	-2.9	-0.1	-2.1	8.3	20.6
Cc1cc(C)n(-c2nc3c(c(=O)[nH]c(=O)n3C)n2CC(O)COc2ccccc2)n1 (configuration not stated)
    9.9	14.7	10.1	-0.4	-1.0	-1.9	11.7	19.5
COc1cccc(NC(=O)CNCc2ccccc2)c1
    -16.2	-14.2	-10.9	3.3	4.9	-2.2	12.6	17.4
COc1ccc(C(C(=O)NCc2ccccc2)N(Cc2cccnc2)C(=O)c2snc(C(N)=O)c2N)cc1OC (configuration not stated)
    15.2	9.0	6.6	0.4	0.0	-1.0	13.9	9.4
CCCn1c(SCCC(=O)O)nc2ccccc21
    20.4	5.3	-5.4	-1.0	-2.7	-1.3	-20.6	2.9
O=C(NCC(c1ccco1)N1CCN(c2ccccc2F)CC1)C(=O)NC1CCCCC1 (configuration not stated)
    -7.9	-2.8	19.3	-0.9	-0.3	-7.2	-0.1	-12.6
CCCc1cc(C(=O)Nc2cnn(Cc3ccc(F)cc3)c2)no1
    -39.7	-39.3	17.3	0.5	3.0	-2.1	-14.2	26.3
COC(=O)c1ccc(CN2C(=O)c3ccccc3S2(=O)=O)cc1
    19.8	3.5	24.6	-2.5	-0.1	-2.8	25.5	1.2
O=C(CCNC(=O)c1ccccc1Cl)Nc1nc2ccccc2s1
    -44.3	-34.4	-48.0	-3.2	5.1	-0.5	-5.5	7.2
COc1ccc(-c2noc(C3CCCN(S(=O)(=O)c4ccc(C)c(Cl)c4)C3)n2)cc1OC (configuration not stated)
    -10.0	1.7	-3.5	-2.4	-1.1	-4.6	-6.5	1.1
Cc1cc(NC(=O)CSCC(=O)Nc2nc3ccccc3[nH]2)no1
    10.2	-2.6	21.7	1.2	1.0	11.5	20.5	2.3
CC(=O)NCCn1c(SCC(=O)NCCC(C)C)nc2ccccc2c1=O
    -18.5	-3.0	25.5	0.9	-1.2	-2.8	-10.9	8.0
NS(=O)(=O)c1ccc(NC(=S)Nc2ccc(OCc3ccccc3)cc2)cc1
    -0.2	-7.8	-54.8	-0.6	0.5	0.0	2.5	4.6
